Compound activity from PubChem BioAssay.
p53ts 32C tox = kills p53ts cells at the permissive temperature; AID 924; 130,000 tested, 0.93% active; Potency, µM (titrated, usually from 46.1 µM), inactives show at the top dose activity change, negative = cytotoxicity, most hits filed as cytotoxic; H1299-p53A138V at 32C, ATP luminescence viability, 24 h;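 also: 0% = DMSO and -100% = full killing by reference compound; nearly all actives have a fitted effect of over 55% in size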
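ATP-content luminescence (ATPlite) read-out after 24 h compound exposure at 32C in H1299-p53A138V cells (600/well). Tested up to 46 uM. Normalized to DMSO (0%) and 100 uM tamoxifen (100% killing); Hill-fit AC50.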
Peg3 imprint = induces erasure of genomic imprints in mouse ES cells; mouse ES Peg3-LacZ reporter, beta-gal luminescence, 40 h; Potency, µM (series often up to 60.7 µM), without a hit: top-dose activity change, positive = activation, actives largely listed as activators; 110,000 tested, 0.02% active;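 also: 0% = negative control wells on the plate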
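Imprint erasure is scored as LacZ activity from the silenced maternal Peg3 allele in feeder-free female ES cells cultured 40 h with LIF. Luminescence is normalized to in-plate negative controls and fitted to the Hill equation.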
IkB signaling = IkB pathway inhibition in ABC-DLBCL cells. ABC-DLBCL IkBa-CBG/CBR dual luciferase ratio, 4 h; response scale: scaled: untreated 0%, proteasome inhibitor 100%. Potency, µM (series often up to 57.1 µM), for inactives: top-dose IkBa stabilization activation. 110,000 tested, 0.04% active; active = well fitted curve in the direction sought with a large enough effect in the signal ratio, not every such curve was filed as active; inconclusive = small, poorly fitted or top-dose-only effect, or a change in a side signal; the % refers to the signal ratio;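 also: the direction sought is a rising ratio; 0% = basal untreated cells and 100% = reference inhibitor full response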
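In this assay, an IκBα–CBG68 fusion accumulates when IKK-driven degradation is blocked; native CBR normalizes for cell number. OCI-Ly3 cells were treated 4 h with compound and doxycycline, then green and red light read after Chroma-Glo addition.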
p53ts 39C kill = cytotoxicity in p53ts cells at nonpermissive temperature; H1299-p53A138V viability at 39C, ATP luminescence, 24 h; Potency, µM (doses to about 46.1 µM), for the others: at the top dose activity change, negative = cell killing, actives largely listed as cytotoxic; 130,000 tested, 1.5% active; AID 902; also: nearly all actives have a fitted effect of over 55% in size
* = called active by the depositor; ? = inconclusive; / = no result given; [ ] = remark or other dose. Unless noted, calls follow the shape of the dose curve; as a rule, active = well fitted curve in the direction sought with a large enough effect; inconclusive = small, poorly fitted or top-dose-only effect, or another doubt; inactive = no such curve, though single readings can be large; an effect the other way counts as inactive or inconclusive. Unless noted, % is scaled to controls: 0 for no effect and ±100 for the full control effect; potency is read from the fitted curve at half-maximal effect.

Preview:
SMILES	p53ts 32C tox	Peg3 imprint	IkB signaling	p53ts 39C kill
CCc1ccc(S(=O)(=O)c2nnn3c2nc(NC2CCCC2)c2sccc23)cc1	-1%	-12%[10.9 µM]	-1.5%	0%
O=C(NCC(c1cccnc1)N1CCc2ccccc21)C(=O)Nc1ccccc1F (stereo unspecified)	-7%	-17%[10.9 µM]	?	-11%

All compounds of this part, repeating the preview:
SMILES	p53ts 32C tox	Peg3 imprint	IkB signaling	p53ts 39C kill
CCc1ccc(S(=O)(=O)c2nnn3c2nc(NC2CCCC2)c2sccc23)cc1	-1%	-12%[10.9 µM]	-1.5%	0%
O=C(NCC(c1cccnc1)N1CCc2ccccc21)C(=O)Nc1ccccc1F (stereo unspecified)	-7%	-17%[10.9 µM]	?	-11%
COc1ccc(NC(=O)CSc2nc3ncccc3[nH]2)c(OC)c1	3%	10%[10.9 µM]	-0.8%	-7%
C=CC[C@@H]1C=C[C@@H](O/N=C\c2ccc(C(=O)N3[C@H](c4ccc(C)cc4)[C@@H](C)CC[C@H]3C(=O)OC)cc2)[C@@H](CO)O1	10%[9.22 µM]	/	/	4%[9.22 µM]
O=C(NCc1cn2ccccc2n1)c1ccccc1	2%	-9%	3.6%	-3%
CN1/C(=C\C(=O)Nc2ccc(Cl)cc2)C(C)(C)c2ccccc21	-21%	/	/	-11%
CC1Cn2c(COc3ccccc3)nnc2S1 (stereo unspecified)	3%	16%	0.8%	6%
CC(=O)NC(CC(C)C)C(=O)NC(Cc1ccccc1)C(N)=O (stereo unspecified)	1%	-1%	-1.0%	-2%
COc1ccc(C2=CC(c3cc(Br)ccc3F)n3c(nc4ccccc43)N2)cc1 (stereo unspecified)	16µM*	-17%[10.9 µM]	23%	10µM*
O=c1n(Cc2cc3c(cc2Cl)OCO3)c(=O)n2n1CC[C@H]1/C(=N\OCc3ccccc3)[C@H]3O[C@@H]3[C@@H](O)[C@@H]12	-4%[9.22 µM]	/	/	-1%[9.22 µM]
Cc1cc(C)n(-c2ccc(C(=O)Nc3ccc(S(=O)(=O)NCc4ccco4)cc3)cc2)n1	?	?	?	?
CCOC(=O)c1ccc(NC(=O)CCCn2c(=O)c3cccn3c3cccnc32)cc1	8%	-16%[10.9 µM]	-2.1%	-6%
O=C(CC1COc2ccccc2O1)Nc1ccccn1 (stereo unspecified)	6%	3%	1.0%	-6%
O=c1c2cnn(-c3ccc(F)cc3)c2ncn1Cc1ccccc1	-2%	/	/	-6%
CCOC(=O)C1=C(O)C(=O)N(Cc2ccccc2)C1	-28%	-73%[inhibitor]	-0.4%	?
Cc1nnc(NC(=O)Cc2ccc(OCc3c(C)noc3C)cc2)s1	2%	-17%	0.5%	-9%
Cc1ccc(N/N=C2\COC(C)(C)CC2=O)cc1	-28%	/	/	-5%
CCOC(=O)CNC(=O)CSc1nc(NCc2ccccc2)nc(N(C)C)n1	1%	-5%	-1.3%	10%
CCCOc1ccc(N)cc1N	20µM*	-21%	27%	-21%
Cc1cc(C)cc(NC(=O)CCc2c(C)nc3c(c2C)c(=O)n(C)c(=O)n3C)c1	4%	21%[10.9 µM]	?	2%
COc1ccc(NC(=O)CN(Cc2ccccc2)S(=O)(=O)c2ccc3nc(C)sc3c2)cc1	-5%	-9%[10.9 µM]	0.8%	-3%
O=C(O)[C@@H]1CCCN1Cc1cc2ccccc2c2ccccc12	5%[9.22 µM]	-2%[10.9 µM]	-1.3%[11.4 µM]	5%[9.22 µM]
O=C(C1CCCCC1)N1CCN(C(=O)C2CCCCC2)CC1	4%	/	/	-1%
Cc1ccccc1NC(=O)Cn1cc(S(=O)(=O)N2CCCC2)c(S(=O)(=O)N2CCCC2)c1	3%	2%[10.9 µM]	2.4%	-1%
CCn1ccc2cc(S(=O)(=O)N3CCC(C(=O)NCCc4ccc(SC)cc4)CC3)ccc21	-5%	-16%[10.9 µM]	?	-18%
CCc1ccc2c(O)c3c(cc2c1C(=O)OC)C(=O)c1c(O)ccc(O)c1C3=O	7%	-2%	/	15%
CCOC(=O)c1c(C)oc2c1c(C=NCc1ccccn1)c(O)c1ccccc12	?	-17%	-1.7%	?
CCCC(=O)Nc1cc(C)c(NC(=O)Cc2ccccc2)cn1	2%	2%	0.4%	-4%
CCn1c(COc2ccc(C)cc2)nnc1SCC(=O)Nc1ccc(S(N)(=O)=O)cc1	14%	-4%	2.2%	3%
CCCCn1c(SCC(=O)N2CCCC2)nc2c1c(=O)n(C)c(=O)n2C	8%	-4%	-0.4%	12%
COc1cccc(CN2CCN(C(=O)c3cccc(F)c3)CC2)c1	-3%	-9%	1.2%	7%
COc1ccc(C)cc1NC(=O)c1cc2c(CO)cnc(C)c2oc1=N	-3%	-6%	0.2%	5%
CCOc1ccc(N(CC(=O)NCc2ccco2)S(C)(=O)=O)cc1	-3%	/	/	-5%
CC(=O)NC(CCS(C)(=O)=O)C(=O)Nc1cccc(C(C)=O)c1 (stereo unspecified)	8%	-5%	-0.3%	3%
Cc1cccc(OCCCC(=O)Nc2ccc3c(c2)OCO3)c1	-7%	-14%	1.4%	-11%
CC(C)Oc1ccccc1C1CC(=O)Nc2cc3c(cc21)OCCO3 (stereo unspecified)	36%[activator]	-19%	?	46%[activator]
Cc1onc(-c2ccccc2Cl)c1C(=O)NCC1CCCO1 (stereo unspecified)	-14%	2%	1.0%	-1%
Cc1ccc(NC(=O)CCCn2c(=O)c3cccn3c3cccnc32)c(Cl)c1	0%	-20%[10.9 µM]	-0.3%	14%
CCOc1cc(-c2cc(-c3ccc(N)cc3)nc(N)c2C#N)ccc1O	21%	-1%	?	0%
CCOc1ccc(C(=O)c2c(N)c(-c3nc(-c4ccc(OCC)cc4)cs3)c3ccccn23)cc1	-5%	-10%[10.9 µM]	1.1%	-6%
Oc1c(CN2CCOCC2)cc(COCc2ccccc2)c2cccnc12	?	-36%[inhibitor]	5.6%	?
CCOC(=O)c1[nH]c(C(=O)O)c(CCC(=O)OC)c1C	-6%	2%	-0.3%	4%
O=C(CCn1c(=O)c2ccccc2n(Cc2cccc(F)c2)c1=O)NCc1ccc2c(c1)OCO2	-9%	-10%[10.9 µM]	3.0%	-23%
Cc1cc(NC(=O)CSc2ccc3nnc(-c4cccnc4)n3n2)no1	-5%	-14%	1.5%	6%
COc1cc(NC(=O)c2cccs2)c(OC)cc1NC(=O)c1ccco1	-4%	/	-0.5%	-3%
CCOC(=O)N1CCN(C(=O)c2ccc(C#CC3(O)CCCCC3)cc2)CC1	-1%	-12%	1.6%	15%
O=C(Nc1ncc(Br)s1)C(Cc1ccccc1)n1cccc1 (stereo unspecified)	?	-21%	?	27%
CCc1ccc(OCCn2c(C3CC(=O)N(Cc4ccc(F)cc4)C3)nc3ccccc32)cc1 (stereo unspecified)	-1%	-15%[10.9 µM]	-0.8%	-3%
O=P(OC1CCS(=O)(=O)C1)(c1ccccc1)c1ccccc1 (stereo unspecified)	-4%	5%	4.1%	-9%
Cc1ccc2cccc(Oc3nnnn3-c3ccccc3)c2n1	21%	-13%	0.0%	-1%
O=C(Cn1cc(C(=O)C2CC2)c2ccccc21)Nc1ccc(Br)cc1	-6%	-2%[10.9 µM]	?	13%
Clc1ccc(OCc2nnc(-c3ccccc3Br)o2)cc1	4%	-9%	?	-10%
O=C(O)CCc1ccc(-c2ccc(Br)cc2)n1Cc1ccco1	0%	-28%	?	-2%
Cc1ncc2c(c1O)COP(=O)(O)OC2	-6%	-9%	0.4%	-4%
C/C(=C(\C#N)C(=O)NCCN1CCOCC1)N(C)C	7%	-5%	0.6%	-7%
O=C(Nc1cccc(F)c1)N1CCC2(CC1)CCN(C(=O)c1cc(C(F)(F)F)cc(C(F)(F)F)c1)CC2	-7%	/	3.3%[11.4 µM]	-2%
COc1ccc(-c2nc3cnc(OC)nc3n(Cc3cccs3)c2=O)cc1	-30%	/	-1.6%[11.4 µM]	-3%
Cc1c(C(=O)Nc2ccccc2)oc2c1C(=O)CC(C)(C)C2	0%	-7%	2.4%	1%
O=C(Nc1ccc(Cl)cc1Cl)c1cc(S(=O)(=O)N2CCN(c3ccccc3F)CC2)ccc1F	7%	-13%[10.9 µM]	?	34%[activator]
CCCS(=O)(=O)N1CCCC(C(=O)NCCCOC)C1 (stereo unspecified)	-2%	1%[10.9 µM]	?	-19%

Pulled one by one from above, 5 records:
SMILES	p53ts 32C tox	Peg3 imprint	IkB signaling	p53ts 39C kill
Cc1c(C(=O)Nc2ccccc2)oc2c1C(=O)CC(C)(C)C2	0%	-7%	2.4%	1%
CCc1ccc(S(=O)(=O)c2nnn3c2nc(NC2CCCC2)c2sccc23)cc1	-1%	-12%[10.9 µM]	-1.5%	0%
O=P(OC1CCS(=O)(=O)C1)(c1ccccc1)c1ccccc1 (stereo unspecified)	-4%	5%	4.1%	-9%
Cc1cc(C)n(-c2ccc(C(=O)Nc3ccc(S(=O)(=O)NCc4ccco4)cc3)cc2)n1	?	?	?	?
CN1/C(=C\C(=O)Nc2ccc(Cl)cc2)C(C)(C)c2ccccc21	-21%	/	/	-11%

(list continues)
SMILES	p53ts 32C tox	Peg3 imprint	IkB signaling	p53ts 39C kill
Cc1cc(C)c2c(=O)c3c(oc2c1)C(=O)N(Cc1ccco1)C3c1ccccc1F (stereo unspecified)	-4%	13%[10.9 µM]	1.9%	2%
CCCc1nc2ccccc2c(=O)n1NC(=O)c1c(O)c2ccccc2[nH]c1=O	10%	-7%	4.6%	14%
COc1cccc(-n2c(-c3ccco3)nc3c(cnn3-c3ccc(Cl)cc3)c2=O)c1	26%	3%[10.9 µM]	-2.5%	5%
CC(=O)OCC(=O)[C@]12OC(C)(C)O[C@@H]1C[C@H]1[C@H]3CC=C4C[C@@H](O)CC[C@]4(C)[C@H]3CC[C@]12C	-1%[9.22 µM]	-5%[10.9 µM]	-1.7%[11.4 µM]	12%[9.22 µM]
CC1CCN(S(=O)(=O)c2ccc3c(c2)N(CC(=O)N(C)Cc2ccccc2)C(=O)CO3)CC1	5%	-13%[10.9 µM]	-0.9%	11%
Cn1c(=O)c(CCc2ccccc2)nc2cnc(N3CCNCC3)nc21	-21%	/	-3.1%[11.4 µM]	-15%
COCCCNC(=O)c1sc2nc(C)c(C(=O)Nc3ccc(Cl)cc3)c(-c3ccc(Br)cc3)c2c1N	?	-17%[10.9 µM]	0.9%	-16%
Clc1ccc(Cc2nn3c(Cn4nnc5ccccc54)nnc3s2)cc1	-5%	-14%	2.3%	1%
COc1cccc(-c2nc(CS(=O)CC(=O)NCc3ccccc3Cl)c(C)o2)c1 (stereo unspecified)	-7%	-24%	5.7%	-8%
CCOc1ccc(NC(=O)N2CCN(Cc3cc(=O)n4nc(-c5ccc(OC)cc5)sc4n3)CC2)cc1	2%	-6%[10.9 µM]	-0.2%	-13%
COC(=O)c1[nH]c2ccc(C)cc2c1NC(=O)CN1CCN(c2ccccc2)CC1	-29%	-17%	?	1%
COc1ccc(Cl)cc1N(CC(=O)Nc1ccccc1C(=O)NCc1ccco1)S(C)(=O)=O	-6%	-6%	0.7%	12%
COc1cc2[nH]c(=S)n(Cc3ccc(C)o3)c(=O)c2cc1OC	4%	-1%	3.0%	18%
NCCSCc1ccccc1Cl	1%[9.22 µM]	-8%[10.9 µM]	-1.3%[11.4 µM]	4%[9.22 µM]
COc1ccc(NC(=O)N2CCCC2C(=O)NCc2ccc(F)cc2)cc1 (stereo unspecified)	-17%	/	/	6%
CCN(C(=O)C1CCN(S(=O)(=O)c2c(C)noc2/C=C/c2ccc(C)cc2)CC1)c1cccc(C)c1	-3%	-11%[10.9 µM]	0.2%	-7%
Cc1ccccc1OCCCCCn1ccnc1	-13%	-17%	3.4%	-9%

No enrichment for hits; overall some 1.7% were active at least once.
